Assay outcomes deposited in PubChem BioAssay by several laboratories.
Platelet DG rel – modulates dense granule release in human platelets. human platelet-rich plasma, SFLLRN dense granule ATP release, luminescence. inhibition, %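 (compounds screened at 7.5 µM in platelet-rich plasma)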. 300,000 tested, 0.22% active;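 active = mean replicate score, as percent of positive control, at or above 50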
HSF1 inhib – HSF1 inhibition. NIH3T3-HGL HSE-luciferase, MG132-induced, luminescence 8 h; hits give low values. activity change, negative = inhibition, % at 7.5 µM (by protocol). 300,000 tested, 0.77% active. AID 2098;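 active = more than half of replicate wells show activity change below -50%, luminescence cut by over half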;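 also: luciferase reports HSF-1 transcriptional activity via heat shock element; 0% = median of DMSO wells and -100% = zero luminescence signal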
aSyn UTR inh – MLPCN primary screen, SNCA 5' untranslated region; inhibition, % (tested at 7.5 µM); AID 1813; 300,000 tested, 0.82% active; alpha-synuclein 5'UTR reporter, inhibitor activity; in the data active = inhibition above about 60%;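 also: H4 neuroglioblastoma cells stably carrying SNCA 5'UTR luciferase fusion; 0% = DMSO wells and 100% = positive control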
GSK3B inh – blocks human GSK3beta kinase activity; 300,000 tested, 0.038% active; P49841; GST-GSK3beta kinase, ADP-Glo luminescence, 60 min; hits give low values; activity score (negative = inhibition), % at 10 µM;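 active = more than half of replicate wells score below -50%, meaning over 50% inhibition versus plate controls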;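 also: 0% = median DMSO wells and -100% = median GW8510 positive control wells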
Target sequence (P49841 whole entry, looked up): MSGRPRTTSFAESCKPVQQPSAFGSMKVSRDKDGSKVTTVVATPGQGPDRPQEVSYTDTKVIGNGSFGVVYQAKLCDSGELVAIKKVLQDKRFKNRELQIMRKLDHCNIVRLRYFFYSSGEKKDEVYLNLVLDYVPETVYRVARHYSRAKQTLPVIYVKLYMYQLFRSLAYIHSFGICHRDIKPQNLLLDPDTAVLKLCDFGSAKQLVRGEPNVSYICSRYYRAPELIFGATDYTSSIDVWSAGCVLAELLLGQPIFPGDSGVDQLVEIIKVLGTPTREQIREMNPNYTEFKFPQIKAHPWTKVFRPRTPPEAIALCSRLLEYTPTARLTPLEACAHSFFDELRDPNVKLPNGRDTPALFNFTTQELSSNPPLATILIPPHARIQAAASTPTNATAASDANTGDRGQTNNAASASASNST
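Assay system: GST-fused GSK3beta enzyme, cell-free / Medium: Tris pH 7.5 buffer with MgCl2, DTT, BSA, heparin / Also added: peptide substrate plus 25 µM ATP (final) / Compound: 10 µM single point / Timing: kinase reaction with compound 60 min at room temperature / Detection: ADP-Glo luminescence / Benchmarks: DMSO neutral wells and GW8510 at 20 µM as positive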
GSK3 alpha inh – blocks human GSK-3 alpha kinase; 320,000 tested, 0.1% active; inhibition, % at 10 µM; P49840; ADP-Glo luminescence, 60 min;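 in the data active = inhibition above about 50%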;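 also: GST-tagged GSK-3 alpha with peptide substrate and 25 µM ATP; 0% = DMSO neutral wells and 100% = GW8510 positive control wells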
Target sequence (P49840 whole entry, looked up): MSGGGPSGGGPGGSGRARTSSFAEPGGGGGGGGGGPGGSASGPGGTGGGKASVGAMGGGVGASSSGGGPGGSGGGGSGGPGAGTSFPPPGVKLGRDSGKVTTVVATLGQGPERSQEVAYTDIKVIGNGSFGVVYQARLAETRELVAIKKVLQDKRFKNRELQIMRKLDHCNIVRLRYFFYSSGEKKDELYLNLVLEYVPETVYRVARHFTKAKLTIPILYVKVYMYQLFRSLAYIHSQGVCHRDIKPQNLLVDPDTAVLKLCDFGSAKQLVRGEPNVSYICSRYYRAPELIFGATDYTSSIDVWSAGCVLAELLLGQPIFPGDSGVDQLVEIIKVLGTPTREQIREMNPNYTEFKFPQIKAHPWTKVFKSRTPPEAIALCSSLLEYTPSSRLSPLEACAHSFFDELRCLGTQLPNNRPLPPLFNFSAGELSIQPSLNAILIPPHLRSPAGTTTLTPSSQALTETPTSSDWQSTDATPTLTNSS
IEC-6 cytotox – counter-screen for KLF5 inhibitors: cytotoxicity in IEC-6 cells | IEC-6 cytotoxicity, luminescence viability | inhibition, % at 5 µM | 290,000 tested, 0.78% active; in the data active = inhibition above about 22%;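 also: 0% = plate median of test compound wells and 100% = cytotoxic reference compound wells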
DYRK1A inh – blocks rat Dyrk1A kinase activity | ADP-Glo luminescence, NFATc1 peptide | inhibition, % at 12.5 µM | 310,000 tested, 0.43% active | AID 504441; in the data active = inhibition above about 50%;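 also: plate controls were vehicle with enzyme for no effect and no enzyme for full effect; many of its hits are not listed in these tables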
HSP90 refold inh – inhibitors of HSP90 luciferase refolding in rabbit reticulocyte lysate; AID 1789; inhibition, % at 5.6 µM; luciferase refolding luminescence, 3 h; 290,000 tested, 0.91% active;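 active = inhibition above the screen-wide mean plus 3 SD, computed separately per campaign, cut at about 16% in these data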;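 also: 0% = DMSO wells and 100% = 60 µM geldanamycin wells; inhibitors lower the luminescence because luciferase stays unfolded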
HSF1 activator – increases HSF-1 driven luciferase reporter signal; NIH3T3-HGL HSF-1 luciferase reporter, MG132, 8 h; 100% = twice DMSO control signal; activation, % at 9 µM; 300,000 tested, 1.7% active; AID 504408;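 active = mean replicate activation of at least 50% with a set share of replicates each reaching 50%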;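 also: 0% = median of the neutral control wells and 100% = twice that signal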
KLF5 inh – kruppel-like factor 5 inhibition | DLD-1 KLF5 promoter-luciferase reporter, luminescence | inhibition, % at 5 µM | 290,000 tested, 0.23% active | AID 1700;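 active = inhibition above a per-plate limit of that plate's mean compound inhibition plus 3 SD, cut at about 60% in these data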;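 also: 0% = DMSO wells and 100% = LY294002 at 200 µM; higher means less KLF5 promoter-driven luciferase light; inactives centre near -14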
* marks the source's active call; other numbers are inactive results; / = not tested or not shown. A portion of the library (hit frequency here may not be typical).

SMILES	Platelet DG rel	HSF1 inhib	aSyn UTR inh	GSK3B inh	GSK3 alpha inh	IEC-6 cytotox	DYRK1A inh	HSP90 refold inh	HSF1 activator	KLF5 inh
CC(=O)c1ccc(NC(=O)C2=CC(c3ccc4c(c3)OCO4)=NS(=O)(=O)N2C)cc1	0	-2	3	2	-2	-3	-3	0	1	-3
N#Cc1ccc(S(=O)(=O)NC2CCCCNC2=O)cc1 (stereo not drawn)	5	2	-3	-2	-3	0	2	0	2	-16
COc1ccc(CCNC(=O)Cn2c(=O)n(CCCC(=O)NCc3ccco3)c(=O)c3sccc32)cc1OC	4	1	5	1	-2	-4	3	2	-1	0
COCCn1c(=NC(=O)c2cc(Cl)sc2Cl)sc2cc(S(N)(=O)=O)ccc21	-7	6	-5	1	-3	-8	-4	0	0	-18
CCCNC(=O)COC(=O)c1cc(-c2ccc(OC)cc2)nc2ccccc12	-1	10	-22	0	0	-4	3	3	2	-40
CCC1CCCCN1Cc1ccc(CNC(=O)CCc2nnc3ccc(N4CCCCC4)nn23)o1 (stereo not drawn)	3	-2	21	7	0	-7	-4	-6	-1	-45
Nc1nc(-c2cccnc2)nn1C(=O)c1ccc(F)cc1	-7	4	10	5	/	-5	-23	-2	11	-15
CCOc1ccc(S(=O)(=O)NC(C)C(=O)NC2CCCC2)cc1 (stereo not drawn)	-26	-2	17	2	-1	3	-7	-2	5	-34
c1ccc2c(c1)ncn2Cc1nnc2sc(-c3ccncc3)nn12	1	-1	-21	-4	3	8	36	0	1	0
O=C(N/N=C/c1ccc[nH]1)c1ccc([N+](=O)[O-])cc1	0	-4	-16	1	-3	1	-2	-2	-9	24
Cc1cc(C)nc(NS(=O)(=O)c2ccc(N3C(=O)c4ccccc4C3=O)cc2)n1	2	-3	-18	1	-4	-3	0	3	-1	-25
C=CCc1ccc(OCCCCN2CC(C)OC(C)C2)c(OC)c1 (stereo not drawn)	-1	3	7	7	-3	2	2	-2	19	-7
O=C(NCCN1CCCCC1)c1ccc(F)cc1Cl	6	-4	-5	2	0	-3	-4	-4	-5	-34
CC(=O)c1nc(N2C(=O)CC(Cc3ccccc3)C2=O)sc1C (stereo not drawn)	7	0	11	-5	1	-6	-3	-3	15	2
CC(=O)N1CCSc2ccc(S(=O)(=O)N3CCC(C)CC3)cc21	6	-5	8	1	-2	3	-3	-4	-2	-10

Part of the list above, reduced to GSK3B inh, aSyn UTR inh and KLF5 inh:
SMILES	GSK3B inh	aSyn UTR inh	KLF5 inh
Cc1cc(C)nc(NS(=O)(=O)c2ccc(N3C(=O)c4ccccc4C3=O)cc2)n1	1	-18	-25
c1ccc2c(c1)ncn2Cc1nnc2sc(-c3ccncc3)nn12	-4	-21	0
CCC1CCCCN1Cc1ccc(CNC(=O)CCc2nnc3ccc(N4CCCCC4)nn23)o1 (stereo not drawn)	7	21	-45
COCCn1c(=NC(=O)c2cc(Cl)sc2Cl)sc2cc(S(N)(=O)=O)ccc21	1	-5	-18
N#Cc1ccc(S(=O)(=O)NC2CCCCNC2=O)cc1 (stereo not drawn)	-2	-3	-16
CC(=O)c1ccc(NC(=O)C2=CC(c3ccc4c(c3)OCO4)=NS(=O)(=O)N2C)cc1	2	3	-3
O=C(N/N=C/c1ccc[nH]1)c1ccc([N+](=O)[O-])cc1	1	-16	24

Continuation:
SMILES	Platelet DG rel	HSF1 inhib	aSyn UTR inh	GSK3B inh	GSK3 alpha inh	IEC-6 cytotox	DYRK1A inh	HSP90 refold inh	HSF1 activator	KLF5 inh
O=C(O)CC/C(=C\c1ccc2c(c1)OCO2)c1nc2ccccc2s1	-4	-20	9	4	-5	3	15	3	-23	-21
O=C(O)C1CC(=O)N(c2ccc(OCc3ccccc3Cl)cc2)C1 (stereo not drawn)	1	-10	18	1	-5	1	-1	1	-9	-31
CSc1nc(Oc2ccc(C)cc2)cc(C(F)(F)F)n1	-3	-3	-18	-4	4	-2	-4	1	-1	-1
O=C(NNC(=S)NCC1CCCO1)c1cccc(S(=O)(=O)N2CCOCC2)c1 (stereo not drawn)	-7	2	17	1	-1	-1	-6	1	-17	-19
COc1ccc(C2=NNC(=O)CC2)cc1	27	3	7	4	/	2	23	-2	2	0
Cc1ncc(CO)c2c1Oc1nc(-c3ccccc3)nc(SCC(=O)Nc3cccc(O)c3)c1C2	-1	-3	-31	-1	0	-2	-1	0	16	14
O=C(CSc1ccc2nnc(-c3ccncc3)n2n1)Nc1nccs1	-5	-3	12	4	/	-1	-1	-4	40	-31
c1ccc(OCCOc2ncnc3ccccc23)cc1	-4	23	-184	2	1	2	2	0	36	-82
CC(C)CNC(=O)COc1ccc2c3c(c(=O)oc2c1)CCC3	8	2	12	-4	-3	2	5	-2	7	-8
CN1C(=CC=C2C=C(I)C(=O)C(I)=C2)C(C)(C)c2ccccc21	/	/	/	/	/	-7	0	3	/	7
COc1cc2c(cc1OC)C(C)N(C(=O)c1cc3c(s1)-c1c(C)cccc1OC3)CC2 (stereo not drawn)	0	0	2	2	/	-3	-3	-4	-5	-4
Cn1c(C(=O)N2CCN(c3ccccn3)CC2)cc2ccccc21	-2	-3	17	1	-3	0	/	0	9	-14
O=C(O)c1cccc(CSc2nnc(COc3ccccc3)o2)c1	7	-12	48	4	-4	5	-3	-6	-7	-31
O=C(Cc1c(F)cccc1Cl)N1CCOCC1	4	3	14	2	-4	-3	1	-1	7	-43
CC(=O)c1ccc(N=Nc2c(C)[nH]n(-c3ccccc3)c2=O)cc1	-4	-6	-40	1	1	2	-1	35*	9	-13

One compound at a time (already shown). Screens in order: Platelet DG rel, HSF1 inhib, aSyn UTR inh, GSK3B inh, GSK3 alpha inh, IEC-6 cytotox, DYRK1A inh, HSP90 refold inh, HSF1 activator, KLF5 inh
`CN1C(=CC=C2C=C(I)C(=O)C(I)=C2)C(C)(C)c2ccccc21` is entered as /, /, /, /, /, -7, 0, 3, /, 7
`COc1ccc(C2=NNC(=O)CC2)cc1` is entered as 27, 3, 7, 4, /, 2, 23, -2, 2, 0
`CC(=O)c1ccc(N=Nc2c(C)[nH]n(-c3ccccc3)c2=O)cc1` is entered as -4, -6, -40, 1, 1, 2, -1, 35*, 9, -13
`O=C(O)C1CC(=O)N(c2ccc(OCc3ccccc3Cl)cc2)C1` (stereo not drawn) is entered as 1, -10, 18, 1, -5, 1, -1, 1, -9, -31

(continued)
SMILES	Platelet DG rel	HSF1 inhib	aSyn UTR inh	GSK3B inh	GSK3 alpha inh	IEC-6 cytotox	DYRK1A inh	HSP90 refold inh	HSF1 activator	KLF5 inh
COc1ccc(CNc2nn[nH]n2)cc1OC	1	-4	1	7	-1	1	4	2	-13	-11
CSC1=C(C#N)C(c2ccccc2)C(C(C)=O)=C(C)N1 (stereo not drawn)	0	8	0	4	3	12	-2	2	15	8
CC(=O)c1cccc(NC(=S)NCCc2ccc(F)cc2)c1	-8	10	-34	-6	-1	0	4	3	12	-32
Cc1cc(=O)oc2cc(OCC(=O)OCC(=O)NCCc3ccccc3)ccc12	-2	-12	-24	0	-2	1	-3	-7	2	-14
CCC(C)(C)NC(=O)Cn1c(-c2ccc(C)cc2)noc1=O	1	3	-11	1	0	-2	3	1	3	6
COc1ccc(CNC(=O)c2oc3ccc(S(=O)(=O)N4CCOCC4)cc3c2C)cc1	-4	6	32	3	0	2	-4	3	15	2
Cc1ccc(S(=O)(=O)N(CC(=O)N2CCOCC2)C2CCCCC2)cc1	9	-9	-6	0	/	6	-6	4	-4	25
CCN1/C(=C2\C(=O)N(C)C(=S)N2c2ccccc2)C=Cc2ccccc21	17	3	18	-4	3	-5	8	5	1	2
Cc1ccc(S(=O)(=O)N(C)CCCC(=O)NC(C)(C)C)cc1	7	-3	-7	-1	3	2	3	1	-2	-20
CCS(=O)(=O)N1CCN(C2CCC(c3ccccc3)CC2)CC1 (stereo not drawn)	-3	-4	-11	0	1	-6	-1	2	-18	-5
COc1ccc(CCNC(=O)CCCCCn2c(SCC(N)=O)nc3cc4c(cc3c2=O)OCO4)cc1OC	3	-4	1	8	-3	1	-4	1	-4	-20
O=S(=O)([O-])C/C(=C\c1ccc(Cl)cc1)c1cc[n+](CCO)cc1	-2	5	10	2	-1	-4	-1	-1	17	-9
COc1ccc(C2c3c(-c4cc(Cl)c(C)cc4O)n[nH]c3C(=O)N2Cc2cccnc2)cc1OC (stereo not drawn)	72*	-3	42	2	-2	-3	-1	2	5	-6
C/C(=N/NC(=O)c1sc(NS(=O)(=O)c2ccccc2)nc1C)c1sc(N)nc1C	-5	0	12	3	-1	-4	/	3	24	-12
COc1ccccc1NC(=O)CSc1ccc2nnc(-c3ccncc3)n2n1	2	-2	10	-2	2	4	1	-2	10	-7

Ordered by value in Platelet DG rel (lowest first): 3 from the list above
SMILES	Platelet DG rel
CC(=O)c1cccc(NC(=S)NCCc2ccc(F)cc2)c1	-8
COc1ccc(CNC(=O)c2oc3ccc(S(=O)(=O)N4CCOCC4)cc3c2C)cc1	-4
CC(C)CNC(=O)COc1ccc2c3c(c(=O)oc2c1)CCC3	8

(continued)
SMILES	Platelet DG rel	HSF1 inhib	aSyn UTR inh	GSK3B inh	GSK3 alpha inh	IEC-6 cytotox	DYRK1A inh	HSP90 refold inh	HSF1 activator	KLF5 inh
CC(C)CN(C(=O)C1CCCO1)C1CCS(=O)(=O)C1 (stereo not drawn)	6	-2	-12	1	-5	/	-6	/	5	/
CSc1nnc(C)c(=O)n1COC(=O)/C=C/c1ccccc1	-2	6	0	3	-1	0	-2	-5	21	-35
CCc1ccc(CNC(=O)C2CCCN(c3nc4ccccc4o3)C2)cc1 (stereo not drawn)	-6	27	18	0	-2	-1	5	3	39	-19
CCN(CC)S(=O)(=O)c1cccc(C(=O)N[C@@H](C)c2nc3ccccc3[nH]2)c1	14	-2	-6	6	/	5	/	3	8	3
CCOC(=O)c1c(C)nc2c(c1-c1cc(OC)ccc1OC)C(=O)c1ccccc1-2	-6	9	28	2	-1	-6	0	-1	10	-40
CCOc1ccc(-c2nnn(CCC#N)n2)cc1OC	0	-4	9	1	-3	-4	0	-3	-7	5
CC1CCCCC1NC(=O)C1CCN(S(=O)(=O)c2cccc3nonc23)CC1 (stereo not drawn)	/	-5	-14	1	-2	-5	7	-1	-11	7
COc1cc(/C=N/NC(=O)c2nc(-c3ccccc3)n(-c3ccccc3)n2)ccc1O	7	4	39	4	-3	2	1	-1	-3	-17
CC1=NN(C(N)=S)C(=O)C1N=Nc1c(Br)cc(Br)cc1Br (stereo not drawn)	9	2	-1	-2	0	-3	7	9	-1	-33
COc1ccccc1OCCC(=O)OCC(=O)Nc1ccc(Br)cc1	-32	-4	17	1	2	0	3	-1	6	8
Nc1nncn1C(=O)c1cccs1	/	/	/	/	10	1	7	1	/	-2
Cc1cc(NC(=O)Nc2cc(F)ccc2F)no1	2	4	-49	-1	-2	3	-5	-3	9	-35
